Lamin A splicing – changes lamin A minigene splicing in HeLa cells | HeLa LMNA splicing GFP/RFP minigene ratio, 48 h | 200,000 compounds, 0.01% hits | Potency, µM (top dose mostly 46.1 µM), without a hit: top-dose ratio change, negative = inhibition, hits mostly inhibitors; active = well fitted inhibition curve with a large enough effect in the signal ratio, with a control signal flat, not every such curve was filed as active; inconclusive = small, poorly fitted or top-dose-only effect, or effect the other way, or a change in a side signal; the % refers to the signal ratio; note: potency is the fitted concentration of half-maximal effect; % is set by controls: 0 for no effect and ±100 for the full control effect
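Read-out is the ratio of GFP to DsRed2 object intensity, acquired by 488 nm laser-scanning cytometry on HeLa lamin A-EGFP minigene reporter cells. Compound incubation 48 hrs at 37 °C in Opti-MEM with 2% FBS; DMSO 0.5% final.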
Epigenetic derep – regulators of epigenetic silencing causing reporter derepression in mouse cells | murine LDR cells, GFP reporter derepression, 30 h | Potency, µM (top dose mostly 53.9 µM), for inactives: at the top dose GFP activation, usual class: activators | 280,000 compounds, 0.2% hits; note: potency is the fitted concentration of half-maximal effect; % of control where 0% means no effect; nearly all actives have a fitted effect of over 60% in size
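Reporter derepression read as number of fluorescent GFP-positive objects, 20-120 um in size, counted by laser-scanning cytometer. Mouse LDR line with an epigenetically silenced CMV-GFP locus; compound incubation 30 h, 37 C.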
Luc counter – Kinase-Glo luciferase inhibition (counter-screen); 200,000 compounds, 0.28% hits; Potency, µM (highest dose often 38.3 µM), inactives show at the highest dose activity change, negative = inhibition, most hits filed as inhibitors; Kinase-Glo luciferase, ATP luminescence, 8 min; Q27757; AID 1379; note: potency is the fitted concentration of half-maximal effect; % is set by controls: 0 for no effect and ±100 for the full control effect; nearly all actives have a fitted effect of over 60% in size
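Recombinant Kinase-Glo luciferase, 10 uM ATP (linear range), luciferin; imidazole pH 7.2 / KCl / MgCl2 / Tween / BSA buffer; 8 min RT; luminescence.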
NPSR antag – blocks cAMP signaling of the human neuropeptide S receptor; 220,000 compounds, 1% hits; Potency, µM (series often up to 38.3 µM), without a hit: at the highest dose activity change, negative = inhibition, actives largely listed as inhibitors; Q6W5P4; CHO-NPSR cells, cAMP TR-FRET, antagonist mode; note: potency is the fitted concentration of half-maximal effect; % is set by controls: 0 for no effect and ±100 for the full control effect; nearly all actives have a fitted effect of over 50% in size; many of its hits are not listed in these tables
Target sequence (Q6W5P4 whole entry, looked up): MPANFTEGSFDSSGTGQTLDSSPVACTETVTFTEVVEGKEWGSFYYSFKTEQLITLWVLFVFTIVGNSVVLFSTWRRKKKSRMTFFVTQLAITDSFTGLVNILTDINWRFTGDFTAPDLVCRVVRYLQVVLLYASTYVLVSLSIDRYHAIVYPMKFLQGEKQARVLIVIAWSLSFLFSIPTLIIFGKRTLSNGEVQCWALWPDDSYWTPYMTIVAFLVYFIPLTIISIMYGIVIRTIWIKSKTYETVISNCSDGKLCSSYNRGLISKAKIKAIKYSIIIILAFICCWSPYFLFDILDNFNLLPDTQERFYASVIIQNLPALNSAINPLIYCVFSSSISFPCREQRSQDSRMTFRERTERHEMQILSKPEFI
CBFb RUNX1 block – CBF-beta/RUNX1 interaction disruption; Q01196+Q13951; Potency, µM (highest dose often 59.8 µM), for inactives: top-dose activity, negative = inhibition, most hits filed as inhibitors; 230,000 tested, under 10 active; AlphaScreen CBFb-His/RUNX1-biotin binding, biochemical; AID 1477; note: % of control where 0% means no effect
Target sequence (Q01196 whole entry, looked up): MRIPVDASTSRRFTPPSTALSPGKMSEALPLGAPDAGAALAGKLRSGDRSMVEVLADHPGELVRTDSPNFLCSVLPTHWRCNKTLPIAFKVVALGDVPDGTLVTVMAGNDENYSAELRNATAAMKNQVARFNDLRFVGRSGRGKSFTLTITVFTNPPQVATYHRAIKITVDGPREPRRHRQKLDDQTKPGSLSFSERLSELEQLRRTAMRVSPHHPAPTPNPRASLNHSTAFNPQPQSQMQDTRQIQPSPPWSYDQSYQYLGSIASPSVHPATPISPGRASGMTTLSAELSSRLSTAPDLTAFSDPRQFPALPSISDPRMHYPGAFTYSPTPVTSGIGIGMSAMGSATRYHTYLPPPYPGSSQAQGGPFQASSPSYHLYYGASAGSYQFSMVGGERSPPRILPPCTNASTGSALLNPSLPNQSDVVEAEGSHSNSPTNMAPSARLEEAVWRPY
Target sequence (Q13951 whole entry, looked up): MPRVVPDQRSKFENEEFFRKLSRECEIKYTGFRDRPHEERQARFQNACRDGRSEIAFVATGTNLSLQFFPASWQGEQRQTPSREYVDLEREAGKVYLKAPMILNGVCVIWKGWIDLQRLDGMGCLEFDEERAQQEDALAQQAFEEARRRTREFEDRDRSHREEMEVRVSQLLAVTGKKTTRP
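Read-out: AlphaScreen. Format: His-CBF-beta with biotinylated RUNX1 (30 nM each) preincubated 20 min, compound 15 min, Ni-chelate plus streptavidin beads 90 min; room temperature throughout.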
HttQ103 aggreg – reduces HttQ103-GFP aggregates in PC12 cells; PC12 HttQ103-GFP aggregates, Acumen cytometry, 40 h; AID 1688; 220,000 compounds, 1.1% hits; Potency, µM (series often up to 46.1 µM), for the others: at the top dose activity change, negative = inhibition, usual class: inhibitors; note: potency is the fitted concentration of half-maximal effect; % is set by controls: 0 for no effect and ±100 for the full control effect; nearly all actives have a fitted effect of over 60% in size
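PC12 cells stably carrying ecdysone-inducible HTT exon 1 Q103–GFP were induced with tebufenozide (100 nM final) and treated with library compounds in titration. GFP aggregates in lysates were counted by laser scanning cytometry.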
IMPase Li cell – cell-permeable IMPase inhibitors with lithium potentiation; 210,000 compounds, 0.35% hits; Potency, µM (titrated, usually from 59.4 µM), inactives show at the top dose activity, negative = IMPase inhibition, usual class: inhibitors; CHO-M1 cells, IP1 TR-FRET (IP-One), carbachol + lithium;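 note: IP1 builds up when IMPase is blocked and the TR-FRET signal falls; potency is the fitted concentration of half-maximal effect; plate controls were basal vehicle for no effect and high inhibitor control for full effect; nearly all actives have a fitted effect of over 50% in size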
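Readout is a homogeneous TR-FRET IP1 immunoassay (Ex 320, Em 665 and 620), where raised cytosolic IP1 lowers signal. Cells were CHO-M1 treated 30 min at 37C with test compounds plus a little lithium; AC50 values came from Hill-equation fitting.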
Starred values were filed as active, the others as inactive; ? = inconclusive; · = not tested or not shown; [ ] = another dose, or the depositor's remark. Unless noted, calls come from the whole dose curve; as a rule, active = well fitted curve in the direction sought with a large enough effect; inconclusive = small, poorly fitted or top-dose-only effect, or another doubt; inactive = no such curve, though single readings can be large; an effect the other way counts as inactive or inconclusive. An excerpt; count on the stated rates, not on these rows.

mol,Epigenetic derep,NPSR antag,IMPase Li cell,CBFb RUNX1 block,Luc counter,HttQ103 aggreg,Lamin A splicing
CCOC(=O)c1nc(C)[nH]c1C(=O)OCC,-1.0%,3%[46.1 µM],26%[38.3 µM],1%,4%,-23%,1%
COc1ccc(Br)cc1C(=O)NC(=S)Nc1ccc(Cl)c(C(=O)O)c1,1.1%,-27%,4%,-4%,0%,-3%,·
CC(Oc1ccc(F)cc1F)C(=O)/C=C/N(C)C (configuration not stated),0.4%,-11%[46.1 µM],5%[38.3 µM],5%,-2%,4%,10%
COc1ccccc1OCCOC(=O)Nc1ccccc1,0.0%,?,·,-3%,·,5%,-3%
N=C1SCC(=O)N1c1ncc(Cc2ccccc2Cl)s1,?,?,15%,0%,-2%,7%[9.22 µM],·
O=[N+]([O-])c1ccc(N=Cc2sc3ccccc3c2O)cc1,1.0%,-2%,7%,-6%,-5%,0%,?
CCOC(=O)C1(CCc2ccccc2)CCN(C(=O)C2CCOCC2)CC1,1.1%,1%,1%,16%,·,-12%[9.22 µM],·
COc1cc(O)c(CCO)c2c1C(=O)C[C@@H](C)O2,3.1%,-17%,3%,0%,·,9%[9.22 µM],·
Cc1cccc2cc(C#N)c(SCC#N)nc12,-2.5%,?,14µM*,?,0%,-12%,·
Cc1c(NC(=O)c2cccs2)c(=O)n(-c2ccccc2)n1C,-4.8%,-6%,-1%,2%,2%,20%[9.22 µM],·
Cn1c(SCC(N)=O)nnc1-c1ccc(C(C)(C)C)cc1,2.3%,-5%,0%,5%,-1%,-2%[9.22 µM],-3%[46 µM]
N#C/C(=C\c1cccnc1)C(=O)NC1CCCCC1,-2.2%,11%,14%,-1%,1%,11%,-21%
O=C1C=C(O)CC(c2ccc(Cl)cc2)C1 (configuration not stated),-1.1%,-9%[46.1 µM],20%[38.3 µM],-3%,-1%,?,0%
Cc1ccc(S(=O)(=O)NC(C)(C)CSc2nnc(N)s2)cc1,0.0%,0%[46.1 µM],26%[38.3 µM],5%,1%,-17%,1%
Cc1ccc(Nc2nc(-c3ccc(O)c(O)c3)cs2)nc1,0.9%,9%,15%,-22%,-2%,-16%[9.22 µM],18%[46 µM]
CSc1nn(-c2ccc(C(=O)OC(C(=O)NC(N)=O)C(C)C)cc2)c(=S)s1 (configuration not stated),1.9%[10.1 µM],-29%,17%,0%,3%,14%[9.22 µM],·
COCCNC(=O)C(c1ccc(C)cc1)N(C(=O)C(=O)NC1CCCC1)c1ccc2c(c1)OCCO2 (configuration not stated),-3.1%,-7%,0%,6%,-1%,9%[9.22 µM],·
O=C(CN1CCN(Cc2ccccc2)CC1)N/N=C/c1ccco1,0.0%,-28%,·,4%,·,18%[9.22 µM],·
Cc1ccc(N2CCN(CCCN3C(=O)C4CCCN4C3=O)CC2)cc1 (configuration not stated),-2.0%,2%,-6%,?,2%,-5%,9%
COc1cc(CNc2ccc(CNc3ncn[nH]3)cc2)ccc1OCc1ccccc1,-1.0%,12%,-9%,-2%,3%,-11%,-15%
CN(C)/C=C/c1[nH]c(=O)[nH]c(=O)c1[N+](=O)[O-],0.1%,7%,·,1%,·,-1%[9.22 µM],·
COc1cc(OC)c2cc(-c3ccncc3)cnc2c1,?,·,-15%,-5%[21.7 µM],-14%,·,·
O=C(NCCCCc1ccccc1)c1ccccc1,1.1%,11%,-4%,5%,·,-18%,·
CC(C)C(=O)Nc1ccc(NC(=S)NC(=O)c2ccc([N+](=O)[O-])cc2)cc1,-1.9%,-14%[46.1 µM],-7%[38.3 µM],-4%,-3%,9%,10%[0.0737 µM]
C/C(=N\Nc1ncc(Cl)cc1Cl)c1ccccn1,0.63µM*,1.3µM*,17%,?,?,?,?
COc1cc2c(C(=O)N3CCN(C)CC3)c(CSc3ccccc3)n(C)c2cc1Br,1.1%,-36%,0%,-5%,2%,-29%,-22%[46 µM]
CSC1=N/C(=C/c2cccnc2)C(=O)N1Cc1ccccc1,-1.3%,13%,·,2%,·,10%[9.22 µM],·
CC(C1CC1)N(C(=O)c1ccccc1O)c1ccccc1 (configuration not stated),1.7%,-13%[46.1 µM],21%[38.3 µM],16%,-3%,4%,3%
COc1ccc(C(=O)N2CCC(C(=O)Nc3cccc(C)c3)CC2)cc1OC,-1.3%,-5%[46.1 µM],-7%[38.3 µM],1%,1%,-11%,11%
CCOC(=O)c1[nH]c2ccccc2c1CCCN1C(=O)c2ccccc2C1=O,-0.9%,?,25%[38.3 µM],0%,1%,0%,9%[0.0737 µM]
O=C(O)C1CCCN1C(=O)Nc1ccccc1 (configuration not stated),-2.1%,-3%[46.1 µM],5%[38.3 µM],11%,1%,1.1µM*,0%
CCNC(=O)COC(=O)CCC(=O)c1cccs1,-3.2%,20%,-5%,?,-3%,6%,?
CC(=O)Nc1nc(=S)ss1,-0.8%,0%[46.1 µM],-2%[38.3 µM],-1%,2%,-5%,7%
O=C1c2ccccc2C(O)(Cc2ccccc2)N1c1ccc2c(c1)OCO2 (configuration not stated),0.9%,-5%[46.1 µM],9%,-7%,0%,-1%,-11%
NCC(O)CC(=O)O (configuration not stated),-1.3%,·,-4%,23%,-7%,-5%,?
CCOC(=O)N1CCN(CC(=O)Nc2cc3c(cc2C(C)=O)OCO3)CC1,-0.8%,-12%[46.1 µM],26%[38.3 µM],16%,2%,3%,-12%
COc1ccc(C2=NN(c3nc4ccccc4s3)C(=O)C2)cc1,0.0%,-3%,0%,?,-6%,4%[9.22 µM],?
Nc1nc2ccc([N+](=O)[O-])c(N)c2s1,0.9%,-2%[46.1 µM],6%[38.3 µM],-25%,-4%,-14%,19%
COc1ccc(N2CCN(C(=O)CSc3ncnc4c3cnn4-c3ccccc3C)CC2)cc1,0.0%,0%[46.1 µM],12%[38.3 µM],-2%,-1%,1%,7%
COC(OC)c1ccnc(SCc2ccccc2Cl)n1,0.5%,-1%,·,16%,·,-11%[9.22 µM],·
CCCCOC(=O)C(C)Nc1n[nH]c(=S)[nH]c1=O (configuration not stated),-1.0%,-11%[46.1 µM],-11%[38.3 µM],1%,-4%,?,13%
Cc1nn(Cc2ccccc2)c2c1C(c1cccc(Cl)c1)C(C#N)=C(N)O2 (configuration not stated),-1.3%,-20%[46.1 µM],-1%[38.3 µM],-13%,-5%,5%,-14%
C=CCn1c(SCC(=O)NC(=O)NCc2ccco2)nc2sc(C)c(C)c2c1=O,-0.9%,58%[46.1 µM],?,-5%,-1%,-2%,-2%
COc1ccc(NC(=O)CNS(=O)(=O)c2cccc3nonc23)c(OC)c1,-0.2%,-8%[46.1 µM],15%[38.3 µM],1%,-1%,?,0%
COc1ccccc1N(CC(=O)Nc1c(C)cccc1C)S(C)(=O)=O,-2.1%,?,-1%[38.3 µM],-3%,8%,2%[9.22 µM],1%
CCCCCC(=O)NC(Nc1ccc(S(N)(=O)=O)cc1)C(Cl)(Cl)Cl (configuration not stated),-1.1%,6%,3%,-7%,1%,9%,-25%
CC(C)CN(CC(C)C)c1nnc(NC(=O)Cn2c(=O)oc3ccccc32)s1,1.7%,?,4%[38.3 µM],4%,-3%,18%,-9%
Cc1nc2cc(NC(=O)Nc3nccs3)ccc2n1C,-1.1%,-13%[46.1 µM],9%[38.3 µM],-4%,?,0%,9%
CSc1nc(C)cc(Oc2ccc(=O)n(C)n2)n1,0.0%,3%[46.1 µM],5%,10%,-5%,-4%,-5%

Compounds from the list above that have a halogen, in the order listed:
mol,Epigenetic derep,NPSR antag,IMPase Li cell,CBFb RUNX1 block,Luc counter,HttQ103 aggreg,Lamin A splicing
COc1ccc(Br)cc1C(=O)NC(=S)Nc1ccc(Cl)c(C(=O)O)c1,1.1%,-27%,4%,-4%,0%,-3%,·
CC(Oc1ccc(F)cc1F)C(=O)/C=C/N(C)C (configuration not stated),0.4%,-11%[46.1 µM],5%[38.3 µM],5%,-2%,4%,10%
N=C1SCC(=O)N1c1ncc(Cc2ccccc2Cl)s1,?,?,15%,0%,-2%,7%[9.22 µM],·
O=C1C=C(O)CC(c2ccc(Cl)cc2)C1 (configuration not stated),-1.1%,-9%[46.1 µM],20%[38.3 µM],-3%,-1%,?,0%
C/C(=N\Nc1ncc(Cl)cc1Cl)c1ccccn1,0.63µM*,1.3µM*,17%,?,?,?,?
COc1cc2c(C(=O)N3CCN(C)CC3)c(CSc3ccccc3)n(C)c2cc1Br,1.1%,-36%,0%,-5%,2%,-29%,-22%[46 µM]
COC(OC)c1ccnc(SCc2ccccc2Cl)n1,0.5%,-1%,·,16%,·,-11%[9.22 µM],·
Cc1nn(Cc2ccccc2)c2c1C(c1cccc(Cl)c1)C(C#N)=C(N)O2 (configuration not stated),-1.3%,-20%[46.1 µM],-1%[38.3 µM],-13%,-5%,5%,-14%
CCCCCC(=O)NC(Nc1ccc(S(N)(=O)=O)cc1)C(Cl)(Cl)Cl (configuration not stated),-1.1%,6%,3%,-7%,1%,9%,-25%

Whole records, looked up by structure.
`O=C1C=C(O)CC(c2ccc(Cl)cc2)C1` (configuration not stated) is listed with Epigenetic derep = -1.1%; NPSR antag = -9%[46.1 µM]; IMPase Li cell = 20%[38.3 µM]; CBFb RUNX1 block = -3%; Luc counter = -1%; HttQ103 aggreg = ?; Lamin A splicing = 0%
`Cc1ccc(N2CCN(CCCN3C(=O)C4CCCN4C3=O)CC2)cc1` (configuration not stated) is listed with Epigenetic derep = -2.0%; NPSR antag = 2%; IMPase Li cell = -6%; CBFb RUNX1 block = ?; Luc counter = 2%; HttQ103 aggreg = -5%; Lamin A splicing = 9%
